Screening data from PubChem.
CHO-K1 Ca antag: M1 antagonist counterscreen hit in parental CHO-K1 cells; ATP-induced calcium, Fluo-8 fluorescence; hit rate 0.6% among 360,000; inhibition, % at 3 µM;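 active = inhibition above a per-plate cutoff, the plate's mean sample inhibition plus 3 SD, cut at about 24% in these data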;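 also: 0% = DMSO plus EC80 ATP and 100% = DMSO alone without ATP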
M4 ag: agonists of human muscarinic M4 receptor (CHRM4) | activation, % at 3 µM | P08173 | CHO-K1 hM4/Gqi5, Fluo-8 calcium fluorescence; vehicle 0%, full acetylcholine response 100% | hit rate 0.14% among 360,000 | AID 624127;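 active = activation above the run mean over all test wells plus 3 SD, cut at about 32% in these data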;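 also: peak over basal fluorescence ratio per well then scaled between controls; 0% = DMSO wells and 100% = acetylcholine at EC100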
Target sequence (P08173 whole entry, looked up): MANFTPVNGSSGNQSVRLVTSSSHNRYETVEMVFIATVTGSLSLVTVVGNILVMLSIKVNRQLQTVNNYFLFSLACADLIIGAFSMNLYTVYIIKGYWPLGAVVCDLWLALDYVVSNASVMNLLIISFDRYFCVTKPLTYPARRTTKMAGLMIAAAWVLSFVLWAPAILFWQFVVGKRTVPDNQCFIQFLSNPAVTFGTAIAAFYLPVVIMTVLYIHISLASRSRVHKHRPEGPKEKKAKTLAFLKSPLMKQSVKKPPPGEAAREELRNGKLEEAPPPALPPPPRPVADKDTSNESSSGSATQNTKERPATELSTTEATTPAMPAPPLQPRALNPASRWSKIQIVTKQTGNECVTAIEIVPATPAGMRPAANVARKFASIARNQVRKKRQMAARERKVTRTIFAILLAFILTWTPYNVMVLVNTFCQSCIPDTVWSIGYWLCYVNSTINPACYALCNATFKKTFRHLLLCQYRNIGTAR
CHRM1 PAM: human CHRM1 positive allosteric modulation | P11229 | CHO-K1 hM1, Fluo-8 calcium fluorescence, ACh EC20; 0% = ACh EC20, 100% = maximal ACh | activation, % at 3 µM | hit rate 0.088% among 360,000 | AID 588819; in the data active = activation above about 19%, passing the limit was not always enough
Target sequence (P11229 whole entry, looked up): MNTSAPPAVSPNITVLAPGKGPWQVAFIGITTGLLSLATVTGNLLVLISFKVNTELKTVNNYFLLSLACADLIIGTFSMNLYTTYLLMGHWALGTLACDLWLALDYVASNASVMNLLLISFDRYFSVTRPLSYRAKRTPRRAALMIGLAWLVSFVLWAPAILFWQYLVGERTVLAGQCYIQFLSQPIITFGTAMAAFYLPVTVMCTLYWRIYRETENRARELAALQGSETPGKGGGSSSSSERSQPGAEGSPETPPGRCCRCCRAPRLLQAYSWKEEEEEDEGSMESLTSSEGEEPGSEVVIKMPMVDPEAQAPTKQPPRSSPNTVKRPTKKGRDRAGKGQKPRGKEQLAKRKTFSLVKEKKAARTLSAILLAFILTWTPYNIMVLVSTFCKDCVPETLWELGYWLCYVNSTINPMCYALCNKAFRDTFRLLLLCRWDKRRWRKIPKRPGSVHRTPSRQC
M1 ag: activates human CHRM1 receptor; CHO-K1 hM1, Fluo-8 calcium fluorescence, agonist mode; 0% DMSO, 100% acetylcholine EC100; activation, % at 3 µM; hit rate 0.33% among 360,000; AID 588814; P11229;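 active = activation above the run's mean compound activation plus 3 SD, cut at about 16% in these data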;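 also: peak over basal fluorescence ratio within a 140 s kinetic read after compound addition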
CHO parental Ca: counter-screen: ATP calcium response change in parental CHO cells. parental CHO-K1, ATP-induced calcium, Fluo-8 fluorescence. inhibition, % at 5.6 µM. hit rate 0.63% among 330,000;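 active = inhibition above that plate's mean sample inhibition plus 3 SD, cut at about 26% in these data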;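 also: 0% = ATP-challenged DMSO wells and 100% = DMSO wells without ATP; some compounds past the cut are filed as inactive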
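Measured by: calcium-sensitive Fluo-8 fluorescence / Test system: CHO parental line / Controls: ATP-challenged DMSO wells low, unchallenged DMSO wells high / Measure: % inhibition / Compound: single nominal dose of 5.6 µM per compound / Replicates: single well per compound, no replicates / Reagent: ATP as calcium-mobilizing challenge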
CHO-K1 Ca ag: counter-screen for M1 agonists: effect in parental CHO-K1 cells; Fluo-8 calcium fluorescence; scaled to maximal ATP response, vehicle zero; activation, % at 3 µM; hit rate 0.48% among 360,000; in the data active = activation above about 15%;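 also: untransfected CHO-K1 host cells lacking M1 receptor as counterscreen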
M4 antag: CHRM4 antagonism in calcium assay; P08173; hit rate 0.73% among 360,000; inhibition, % at 3 µM; CHO-hM4 cells, ACh EC80, Fluo-8 calcium fluorescence;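 active = inhibition above its plate's cutoff, the mean inhibition of sample wells plus 3 SD, cut at about 27% in these data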;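 also: 0% = acetylcholine EC80 with DMSO and 100% = DMSO without agonist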
OXTR potentiator: potentiators of human oxytocin receptor; P30559; CHO-OTR cells, Fluo-8 calcium fluorescence, potentiator mode; 0% = oxytocin EC15, 100% = EC100; activation, % at 3 µM; hit rate 0.061% among 320,000;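 active = activation above that plate's cutoff, the mean activation of tested compounds plus 3 SD, cut at about 6.6% in these data, passing the limit was not always enough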;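 also: 100% uses oxytocin at 75 nM as the full agonist control; some results filed as inactive read as strong as hits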
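Assay system: CHO cell line stably expressing human OTR | Also added: Oxytocin at about EC15, sub-maximal agonist stimulus | Times: Compound 6 min at room temperature before oxytocin, 100 s read | Measured by: Fluo-8 intracellular calcium fluorescence, ex 470-495, em 515-575 nm | Controls: EC15 oxytocin alone as 0%, 75 nM oxytocin as 100%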
CHRM1 antagonist: antagonists of human M1 muscarinic receptor. P11229. CHO-K1 hM1, Fluo-8 calcium fluorescence, ACh EC80 antagonist. inhibition, % at 3 µM. hit rate 1.3% among 360,000;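 active = percent inhibition above its own plate's cutoff, namely the mean of that plate's compound wells plus 3 SD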;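 also: peak over basal fluorescence ratio during 140 s after agonist addition; 0% = ACh EC80 plus DMSO and 100% = DMSO alone without agonist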
The depositor's hits bear a star; x = not tested or not shown.

1. CCOc1ccc(NC(=O)CN(C)C(=O)COc2cccc(CC)c2)cc1OCC
2. CCOC(=O)C1CCCN(CC(=O)NC2=Nc3ccccc3N=C(C)C2c2ccccc2)C1 (stereo not given)
3. COc1ccc(C(C)C)cc1S(=O)(=O)NCC1CCCO1 (stereo not given)
4. Nc1[nH]n2c(=O)c3c(nc2c1N=Nc1ccccc1)CCCC3
5. O=C(NCc1ccco1)C1Cc2c(-c3cccc(F)c3)ccnc2O1 (stereo not given)
6. COc1ccc(S(=O)(=O)NCCC(=O)N2CCCC2)cc1N(C)S(C)(=O)=O
7. CC1(c2nnc(Cc3ccccc3)o2)CC(c2cccc([N+](=O)[O-])c2)=NO1 (stereo not given)
8. COc1cc(Cl)ccc1OCc1cc(C(=O)NCC(C)c2ccccc2)no1 (stereo not given)

screen / no.	1	2	3	4	5	6	7	8
CHRM1 PAM	11	-7	12	8	14	-8	17	-3
CHO parental Ca	-17	-36	x	-10	x	14	-5	-27
M4 antag	-12	-13	0	10	-6	-6	-12	4
M4 ag	2	10	0	1	1	0	4	8
CHRM1 antagonist	-9	11	-19	-3	-15	15	-2	7
M1 ag	-5	12	-2	-5	-1	-2	7	-2
OXTR potentiator	4	-7	x	-6	x	-2	-10	-6
CHO-K1 Ca ag	-0.3	2.8	0.4	-0.3	0.8	0.8	0.2	4.8
CHO-K1 Ca antag	-9	2	-9	5	-13	-9	5	-4

9. O=C(COC(=O)c1ccc(NS(=O)(=O)c2ccc3c(c2)OCCO3)cc1)NC1CCS(=O)(=O)C1 (stereo not given)
10. COCCNC(=O)c1ccc(-n2c(SCc3cccnc3)nc3ccccc3c2=O)cc1
11. COC(=O)CN(c1cccc(OC)c1)S(C)(=O)=O
12. COc1ccc(OC)c(Nc2c3c(nc4ccccc24)CCC3)c1
13. CCOc1ccc(NC(=O)CN(C)C(=O)c2cn3ccccc3n2)cc1OCC
14. COc1ccc(-n2nc(C(=O)c3cccs3)cc(-c3nc4ccccc4[nH]3)c2=N)cc1
15. CCn1ncc(Br)c1C(=O)Nc1cc(C)cc(C)c1
16. O=C(NCC(c1cccnc1)N1CCN(c2ccc(F)cc2)CC1)OCc1ccccc1 (stereo not given)

screen / no.	9	10	11	12	13	14	15	16
CHRM1 PAM	3	3	6	-6	-4	-4	-1	-3
CHO parental Ca	-8	-22	6	-10	-12	10	-12	-12
M4 antag	1	-2	-9	4	3	4	-2	-6
M4 ag	0	3	1	0	0	5	-2	8
CHRM1 antagonist	-6	-6	-32	4	17	11	-5	6
M1 ag	-9	-6	-2	-8	-3	-2	-10	-2
OXTR potentiator	-3	-6	-8	-5	-2	-7	2	-6
CHO-K1 Ca ag	-0.9	1.4	0.8	-0.1	0.8	2.0	-0.2	3.5
CHO-K1 Ca antag	25*	-11	-30	-10	9	13	-1	8

A draw from above in order of length of the SMILES, ascending.
15. CCn1ncc(Br)c1C(=O)Nc1cc(C)cc(C)c1
3. COc1ccc(C(C)C)cc1S(=O)(=O)NCC1CCCO1 (stereo not given)
12. COc1ccc(OC)c(Nc2c3c(nc4ccccc24)CCC3)c1
4. Nc1[nH]n2c(=O)c3c(nc2c1N=Nc1ccccc1)CCCC3
5. O=C(NCc1ccco1)C1Cc2c(-c3cccc(F)c3)ccnc2O1 (stereo not given)
8. COc1cc(Cl)ccc1OCc1cc(C(=O)NCC(C)c2ccccc2)no1 (stereo not given)
13. CCOc1ccc(NC(=O)CN(C)C(=O)c2cn3ccccc3n2)cc1OCC
1. CCOc1ccc(NC(=O)CN(C)C(=O)COc2cccc(CC)c2)cc1OCC
10. COCCNC(=O)c1ccc(-n2c(SCc3cccnc3)nc3ccccc3c2=O)cc1
6. COc1ccc(S(=O)(=O)NCCC(=O)N2CCCC2)cc1N(C)S(C)(=O)=O

screen / no.	15	3	12	4	5	8	13	1	10	6
CHRM1 PAM	-1	12	-6	8	14	-3	-4	11	3	-8
CHO parental Ca	-12	x	-10	-10	x	-27	-12	-17	-22	14
M4 antag	-2	0	4	10	-6	4	3	-12	-2	-6
M4 ag	-2	0	0	1	1	8	0	2	3	0
CHRM1 antagonist	-5	-19	4	-3	-15	7	17	-9	-6	15
M1 ag	-10	-2	-8	-5	-1	-2	-3	-5	-6	-2
OXTR potentiator	2	x	-5	-6	x	-6	-2	4	-6	-2
CHO-K1 Ca ag	-0.2	0.4	-0.1	-0.3	0.8	4.8	0.8	-0.3	1.4	0.8
CHO-K1 Ca antag	-1	-9	-10	5	-13	-4	9	-9	-11	-9

7. CC1(c2nnc(Cc3ccccc3)o2)CC(c2cccc([N+](=O)[O-])c2)=NO1 (stereo not given)
14. COc1ccc(-n2nc(C(=O)c3cccs3)cc(-c3nc4ccccc4[nH]3)c2=N)cc1
9. O=C(COC(=O)c1ccc(NS(=O)(=O)c2ccc3c(c2)OCCO3)cc1)NC1CCS(=O)(=O)C1 (stereo not given)

screen / no.	7	14	9
CHRM1 PAM	17	-4	3
CHO parental Ca	-5	10	-8
M4 antag	-12	4	1
M4 ag	4	5	0
CHRM1 antagonist	-2	11	-6
M1 ag	7	-2	-9
OXTR potentiator	-10	-7	-3
CHO-K1 Ca ag	0.2	2.0	-0.9
CHO-K1 Ca antag	5	13	25*

Further records follow.
17. COc1ccccc1N1CCN(C2CCCN(C(=O)c3ccsc3)C2)CC1 (stereo not given)
18. COc1ccc(CNC(=O)CN(Cc2ccccc2)S(=O)(=O)c2ccc(Cl)cc2)cc1
19. COc1ccc2nc3oc(C(=O)NCCCOC(C)C)cc3cc2c1
20. C[C@@H](CO)NC(=O)c1nc[nH]c1C(=O)N[C@H](C)c1ccccc1
21. CCOC(=O)CC1=CSC2=NS(=O)(=O)CCN12
22. Cc1nnc(SCCc2ccccc2)[nH]c1=O
23. Cc1[nH]c2ccc(C(C)C)cc2c1CC(=O)O
24. CN(Cc1ccc(Cl)cc1Cl)C(=O)CNC(=O)c1ccc2c(c1)OCO2

screen / no.	17	18	19	20	21	22	23	24
CHRM1 PAM	-3	-9	-1	6	6	4	6	13
CHO parental Ca	-15	-9	-17	x	-6	3	-12	-35
M4 antag	5	7	-2	-2	4	-14	5	-14
M4 ag	2	8	2	1	0	0	0	5
CHRM1 antagonist	6	10	2	-12	-7	-13	-12	-19
M1 ag	-6	-4	-4	-1	-2	2	-6	-4
OXTR potentiator	-11	-12	-3	x	-17	-3	-11	-4
CHO-K1 Ca ag	0.9	4.6	3.1	0.3	-0.2	0.1	0.3	0.8
CHO-K1 Ca antag	4	7	-8	1	18	-8	7	0

25. COCCN(C(=O)Cn1nnc2ccccc21)C(C(=O)NC1CCCCC1)c1ccc(OC)cc1OC (stereo not given)
26. CCNC(=O)C1(C)CCCN(Cc2noc(-c3ccccc3OC)n2)C1 (stereo not given)
27. COc1cc(C)c(Cl)c(C)c1S(=O)(=O)NCc1ccc2c(c1)OCO2
28. O=C(COC(=O)c1ccc([N+](=O)[O-])s1)Nc1ccccc1
29. COc1ccc2nc(C)cc(N/N=C/c3ccccc3)c2c1
30. CN(C)C(CNc1ccc(C(N)=O)cc1[N+](=O)[O-])c1ccccc1 (stereo not given)
31. CC(C)c1ccc(C(=O)NN2CCOCC2)cc1
32. Cc1ccccc1NC(=O)CN1C(=O)N/C(=C\c2ccc(N3CCOCC3)c(F)c2)C1=O

screen / no.	25	26	27	28	29	30	31	32
CHRM1 PAM	5	6	7	7	-1	5	4	9
CHO parental Ca	-20	x	-17	-2	-2	-3	-12	14
M4 antag	-2	-22	11	1	4	3	2	-7
M4 ag	2	2	2	3	1	1	1	4
CHRM1 antagonist	-2	-12	-17	1	-2	-6	-2	-13
M1 ag	-3	-2	5	-4	-4	-7	-3	-2
OXTR potentiator	-6	x	-4	-11	-6	-8	-2	9.9*
CHO-K1 Ca ag	0.1	0.9	0.8	2.4	0.0	0.8	1.1	0.4
CHO-K1 Ca antag	-4	-8	-2	-8	-13	-5	-4	-15

33. CCCCN(CCCC)NC(=O)c1ccccc1
34. Cc1cccc(NC(=O)CCN2CCCCC2)c1
35. CCOc1ccc(NC(=O)CCC(=O)N/N=C/c2ccc3c(c2)OCO3)cc1
36. CN(C)c1ccc(P(=O)(Nc2ccc([N+](=O)[O-])cc2)N2CCOCC2)c(NC(=O)c2cccs2)c1 (stereo not given)
37. CCOc1ccc(NC(=O)/C(C#N)=C/c2ccc(N3CCCC3)c(C)c2)cc1
38. CC(NC(=O)CN1CCN(c2ccccc2F)CC1)c1ccccc1 (stereo not given)
39. COc1ccc(/C=C(/NC(=O)/C=C/c2ccccc2)C(=O)NCCCCCC(=O)O)cc1
40. O=S(=O)(c1ccc(-n2cnnn2)cc1)N1CCN(c2ccccc2F)CC1

screen / no.	33	34	35	36	37	38	39	40
CHRM1 PAM	1	-2	6	4	-5	4	12	11
CHO parental Ca	-14	-1	-8	-12	9	x	10	-5
M4 antag	1	-7	1	-5	12	-14	6	-9
M4 ag	1	0	0	1	6	2	0	2
CHRM1 antagonist	-1	3	3	-5	21	-5	-23	-15
M1 ag	-2	-9	-7	-9	0	-5	0	1
OXTR potentiator	-2	-4	-8	-3	-7	x	2	-8
CHO-K1 Ca ag	1.7	0.3	0.5	-0.2	3.2	1.3	-0.1	2.9
CHO-K1 Ca antag	-12	-4	-7	-2	15	-5	-5	-16

41. CC(C)c1nnc(NC(=O)CSc2nnc(-c3ccco3)o2)s1
42. CN(CC(=O)Nc1cccc(F)c1)C(=O)c1csc2c1CCCC2
43. CC(C)c1c(C(=O)N/N=C2\CCc3ccccc32)nnn1-c1nonc1N
44. C/C(=C\c1ccco1)C1C(C#N)=C(N)Oc2n[nH]c(-c3ccc(C)cc3)c21 (stereo not given)
45. O=C(OCc1c(F)cccc1Cl)c1cnc(Cl)c(Cl)c1
46. CCOC(=O)N1CCN(C(=O)CSC2=NS(=O)(=O)c3cc(F)ccc3N2)CC1
47. Cc1cc(=O)oc2cc(OCC(=O)NCCc3c[nH]c4ccc(F)cc34)ccc12
48. CN(C(=O)c1cccc(NC(=O)Cc2ccc(NC(=O)C3CCN(C(=O)c4ccccc4)CC3)cc2)c1)C1CCC1

screen / no.	41	42	43	44	45	46	47	48
CHRM1 PAM	-1	4	-6	1	0	6	7	5
CHO parental Ca	-1	-14	-14	-9	-15	-11	-7	x
M4 antag	-8	-6	-7	-2	15	0	2	6
M4 ag	0	4	1	-1	1	-1	1	-2
CHRM1 antagonist	9	2	11	3	8	-8	-7	-9
M1 ag	-3	0	0	-5	-3	7	-1	-9
OXTR potentiator	-23	-5	0	-6	-1	-2	-7	x
CHO-K1 Ca ag	0.1	1.1	0.1	-0.3	0.6	0.2	0.3	-0.2
CHO-K1 Ca antag	-9	3	-1	-3	-12	-7	2	-1

Laid out differently: results already given
Below each SMILES – CHRM1 PAM, CHO parental Ca, M4 antag, M4 ag, CHRM1 antagonist, M1 ag, OXTR potentiator, CHO-K1 Ca ag, CHO-K1 Ca antag
41) CC(C)c1nnc(NC(=O)CSc2nnc(-c3ccco3)o2)s1
→ -1, -1, -8, 0, 9, -3, -23, 0.1, -9
42) CN(CC(=O)Nc1cccc(F)c1)C(=O)c1csc2c1CCCC2
→ 4, -14, -6, 4, 2, 0, -5, 1.1, 3
